Bioassay records from PubChem BioAssay.
FXIIa inh – factor XIIa (human) inhibition; AID 800; purified FXIIa, Boc-QGR-AMC fluorogenic substrate, 2 h; actives 0.3% (n = 220,000); inhibition, % at 5 µM; in the data active means inhibition above about 40%;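 further: 0% = enzyme with no compound and 100% = blank without enzyme; many of its hits are not listed in these tables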
Target sequence (P00748 20-372 limits assumed): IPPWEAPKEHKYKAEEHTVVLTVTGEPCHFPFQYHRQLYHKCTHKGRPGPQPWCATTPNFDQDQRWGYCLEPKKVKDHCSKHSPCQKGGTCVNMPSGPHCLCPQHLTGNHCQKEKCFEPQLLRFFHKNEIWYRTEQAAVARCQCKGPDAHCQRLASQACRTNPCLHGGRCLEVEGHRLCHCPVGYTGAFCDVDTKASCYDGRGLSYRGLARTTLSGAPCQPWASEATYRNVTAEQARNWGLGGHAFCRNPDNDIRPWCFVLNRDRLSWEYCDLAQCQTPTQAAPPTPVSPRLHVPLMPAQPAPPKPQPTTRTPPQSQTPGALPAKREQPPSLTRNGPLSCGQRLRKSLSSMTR
Target sequence (P00748 373-615 limits assumed): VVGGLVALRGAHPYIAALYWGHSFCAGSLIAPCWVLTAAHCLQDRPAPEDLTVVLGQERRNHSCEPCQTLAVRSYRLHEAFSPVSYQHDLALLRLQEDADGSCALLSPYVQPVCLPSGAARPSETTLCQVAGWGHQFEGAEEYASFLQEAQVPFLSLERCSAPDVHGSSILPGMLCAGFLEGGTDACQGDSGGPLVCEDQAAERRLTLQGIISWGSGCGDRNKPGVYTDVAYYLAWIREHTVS
KLK5 inh – blocks human kallikrein 5 protease activity. inhibition, % at 5 µM. Q9Y337. recombinant hK5, fluorogenic AMC substrate cleavage. AID 873. actives 0.59% (n = 210,000);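 active means inhibition of 40% or more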;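 further: 0% = enzyme controls without compound and 100% = no-enzyme blanks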
Rad51 HR inh – blocks human Rad51 in homologous recombination. actives 0.085% (n = 200,000). hRad51 DNA strand exchange, fluorescence dequenching. Q06609. inhibition, % at 10 µM;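 active means inhibition above 40% at the single screening dose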;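 further: 0% = DMSO control wells and 100% = blanks with heterologous ssDNA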
Target sequence (Q06609 whole entry, looked up): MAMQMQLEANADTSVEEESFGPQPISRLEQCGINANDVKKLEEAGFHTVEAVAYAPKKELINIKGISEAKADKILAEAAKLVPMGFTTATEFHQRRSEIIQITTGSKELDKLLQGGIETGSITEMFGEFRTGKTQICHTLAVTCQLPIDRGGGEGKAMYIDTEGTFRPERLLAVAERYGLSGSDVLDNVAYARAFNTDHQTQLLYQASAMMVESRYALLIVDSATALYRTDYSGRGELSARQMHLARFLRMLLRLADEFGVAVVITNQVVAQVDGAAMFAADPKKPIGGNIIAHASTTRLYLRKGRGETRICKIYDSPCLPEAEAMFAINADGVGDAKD
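Test system – preformed human Rad51 ssDNA filaments · Reagent – Donor/quencher-labelled 47-bp dsDNA substrate · Incubation – 37 °C 15-min filament assembly, 30-min compound preincubation, 15-min exchange · Signal – FRET fluorescence dequenching, excitation 485 nm, emission 520 nm · Read-out – percent inhibition from fluorescence, normalised to plate control and blank means · Benchmarks – plate control and blank wells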
FXIa inh – blocks human coagulation factor XIa protease activity. actives 0.14% (n = 220,000). inhibition, % at 5 µM. purified FXIa, Boc-Glu-Ala-Arg-AMC fluorogenic substrate;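 active means inhibition of at least 40%; inactive means inhibition below 40%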;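 further: fluorescence of freed AMC excited at 355 nm; 0% = enzyme without compound and 100% = no enzyme blank; many of its hits are not listed in these tables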
Hck Nef HTS – inhibitors of human Hck kinase activated by Nef | P08631 | Recombinant Hck-YEEI plus Nef, Z-Lyte FRET kinase assay | inhibition, % at 20 µM | actives 0.68% (n = 220,000) | AID 463187;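 active means Hck-Nef kinase inhibition above about 50%, limit read from the data; inactive means inhibition below that limit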;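 further: 0% = DMSO with Hck plus Nef and 100% = Hck alone without Nef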
TNF death inh – blocks TNF-alpha induced death of Jurkat FADD-/- cells; Jurkat FADD-/- TNF necroptosis rescue, ATP luminescence, 24 h; 0 = TNF only, 100 = no-TNF cells; actives 0.068% (n = 220,000); activation (protection from cell death), % at 10 µM;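 active means activation, meaning protection from cell death, of at least 50% relative to plate controls; inactive means activation below 50%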;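 further: necroptosis triggered by 40 ng/mL TNF-alpha added together with compound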
KCC2 mod – KCC2 (human) Cl- transport modulation | B-score of Tl+ flux slope (higher = more flux/activation; lower = inhibition) at 10 µM | KCC2 cells, thallium flux FluoZin-2 fluorescence | actives 2.2% (n = 190,000);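 active means thallium flux slope and its plate-corrected score both differing from the plate sample mean at a set confidence after two filtering rounds, in either direction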;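 further: slope of fluorescence scaled to starting intensity during 10 to 20 s after thallium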
thrombin 1536 – inhibitors of human thrombin; AID 1046; inhibition, % at 5 µM; alpha-thrombin, Boc-VPR-AMC fluorogenic substrate cleavage; actives 0.26% (n = 220,000);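 active means inhibition at or above 40%; inactive means inhibition below 40%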;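 further: 0% = enzyme with no compound and 100% = wells without enzyme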
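System – human alpha-thrombin · Medium – pH 7.5 Tris (50 mM) with NaCl 150 mM, Tween 20 0.05% · Compound – single-point dosing at 5 µM, 0.2% DMSO · Incubation – enzyme reaction carried out at room temperature · Technique – fluorescence of released AMC, ex 355 nm, em 460 nm · Read-out basis – % inhibition of thrombin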
zVAD death inh – blocks zVAD induced death of L929 cells. viability rescue, % at 10 µM. L929 zVAD necroptosis rescue, ATP luminescence, 24 h; with zVAD 60 µM. actives 0.38% (n = 220,000);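 active means activation, scaled between plate controls, above about 75%, limit read from the data; inactive means activation under that limit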;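 further: 0% = zVAD with DMSO and 100% = DMSO alone without zVAD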
Active calls of the source: *. A portion of the library; count on the stated rates, not on these rows.

What do the screens show for `Cc1cccc(NC(=O)c2ccccc2C(=O)O)c1`?
FXIIa inh: 13.5; KLK5 inh: -5.8; Rad51 HR inh: -5.3; FXIa inh: 5.2; Hck Nef HTS: 0.5; TNF death inh: -1.6; KCC2 mod: 2.29; thrombin 1536: 2.9; zVAD death inh: 0.0

How did Cc1ccc(C)c(OCC(O)CN2C(C)CCCC2C)c1 (stereo unspecified) do in these assays?
FXIIa inh: -8.3; KLK5 inh: -21.8; Rad51 HR inh: -0.1; FXIa inh: -13.5; Hck Nef HTS: -0.2; TNF death inh: 2.5; KCC2 mod: 0.0118; thrombin 1536: -12.0; zVAD death inh: 0.1

Results for COc1ccc(OCC(=O)NNC(=O)C(=O)N2CCCC2)cc1 ?
FXIIa inh: 4.3; KLK5 inh: -1.3; Rad51 HR inh: -5.6; FXIa inh: -7.3; Hck Nef HTS: 2.4; TNF death inh: 1.1; KCC2 mod: 1.5; thrombin 1536: -8.3; zVAD death inh: 0.3

What do the screens show for `COc1ccc(/C=N/n2c(-c3cccs3)n[nH]c2=S)cc1`?
FXIIa inh: 0.4; KLK5 inh: -15.1; Rad51 HR inh: 2.5; FXIa inh: -2.8; Hck Nef HTS: 0.6; TNF death inh: -3.4; KCC2 mod: 30.7*; thrombin 1536: 0.7; zVAD death inh: 1.0

Results for CCCC(=O)Nc1ccc(C(=O)N/N=C/c2ccc([N+](=O)[O-])o2)cc1 ?
FXIIa inh: 4.6; KLK5 inh: -1.6; Rad51 HR inh: -2.6; FXIa inh: 2.4; Hck Nef HTS: 1.0; TNF death inh: -10.6; KCC2 mod: -0.365; thrombin 1536: -3.7; zVAD death inh: 20.7

Results for O=C(NCc1ccccn1)c1cc2n(n1)C(C(F)(F)F)CC(c1ccco1)N2 (stereo unspecified) ?
FXIIa inh: 7.5; KLK5 inh: -21.2; FXIa inh: -1.9; Hck Nef HTS: 12.1; TNF death inh: -0.4; KCC2 mod: 0.757; thrombin 1536: -3.3; zVAD death inh: 1.0

Results for Cc1cc(Nc2ccccc2F)n2ncnc2n1 ?
FXIIa inh: 9.9; KLK5 inh: -1.8; Rad51 HR inh: -0.2; FXIa inh: 14.2; Hck Nef HTS: -1.1; TNF death inh: -2.8; KCC2 mod: 0.437; thrombin 1536: 1.9; zVAD death inh: 4.9

What do the screens show for `CC1(C)NC(=O)N(CCSc2ccc(Cl)cc2)C1=O`?
FXIIa inh: 21.5; KLK5 inh: -12.9; Rad51 HR inh: 1.6; FXIa inh: 9.8; Hck Nef HTS: -20.3; TNF death inh: 2.7; thrombin 1536: 2.5; zVAD death inh: -0.4

How did O=C(NCc1ccc(F)cc1)Nc1ccc(Cl)cc1 do in these assays?
FXIIa inh: 5.3; KLK5 inh: -3.0; Rad51 HR inh: -5.9; FXIa inh: 15.8; Hck Nef HTS: 13.5; TNF death inh: 6.6; KCC2 mod: -1.15; thrombin 1536: -5.7; zVAD death inh: 3.3

Results for Cc1c(N(C(=O)c2ccccn2)C2(C(=O)NC3CCCCC3)CCCCC2)c(=O)n(-c2ccccc2)n1C ?
FXIIa inh: 4.0; KLK5 inh: -4.1; Rad51 HR inh: -9.6; FXIa inh: -3.9; Hck Nef HTS: -8.7; TNF death inh: -0.5; KCC2 mod: -1.84; thrombin 1536: 0.1; zVAD death inh: -0.1

How did COC(=O)c1cc2sccc2n1Cc1nc(-c2ccc(Cl)cc2)oc1C do in these assays?
FXIIa inh: 17.9; KLK5 inh: -10.1; Rad51 HR inh: -0.5; FXIa inh: 15.3; Hck Nef HTS: 2.0; TNF death inh: -4.7; thrombin 1536: 9.0; zVAD death inh: -0.1

Results for Cc1nn(-c2ccccc2)c(C)c1/C=C/C(=O)OCC(=O)Nc1ncc(C(F)(F)F)cc1Cl ?
FXIIa inh: 9.0; KLK5 inh: -7.4; Rad51 HR inh: 1.4; FXIa inh: 2.3; Hck Nef HTS: 6.9; TNF death inh: 1.5; KCC2 mod: -1.3; thrombin 1536: -12.9; zVAD death inh: 2.9

How did CC1Cc2nc(SCC(=O)NCC3CCCO3)n(Cc3ccccc3)c(=O)c2S1 (stereo unspecified) do in these assays?
FXIIa inh: 8.7; KLK5 inh: -5.4; Rad51 HR inh: -3.7; FXIa inh: 3.3; Hck Nef HTS: -11.3; TNF death inh: -0.2; KCC2 mod: 0.452; thrombin 1536: 3.4; zVAD death inh: 0.0

What do the screens show for `COc1ccc(CCN(C(=O)c2cccc(F)c2)C2CC(=O)N(c3ccc(OC)cc3)C2=O)cc1` (stereo unspecified)?
FXIIa inh: 6.8; KLK5 inh: 5.7; Rad51 HR inh: 0.8; FXIa inh: -3.2; Hck Nef HTS: -0.4; TNF death inh: -2.2; thrombin 1536: 6.2; zVAD death inh: -0.1

Results for CCC(CC)NC(=O)CCCSc1nc2ccccc2[nH]1 ?
FXIIa inh: 13.5; KLK5 inh: 6.6; Rad51 HR inh: -5.8; FXIa inh: 12.7; Hck Nef HTS: 13.7; TNF death inh: 2.1; KCC2 mod: -0.966; thrombin 1536: 7.0; zVAD death inh: 0.0

What do the screens show for `COC(=O)CCC(=O)c1oc2ccc(Br)cc2c1N`?
FXIIa inh: 3.9; KLK5 inh: -40.0; Rad51 HR inh: 7.8; FXIa inh: 1.8; Hck Nef HTS: 1.8; TNF death inh: -0.9; KCC2 mod: 0.157; thrombin 1536: 3.3; zVAD death inh: -0.1

What do the screens show for `COc1ccc(-c2noc(-c3ccccc3-c3ccccc3)n2)cc1OC`?
FXIIa inh: 13.9; KLK5 inh: -6.6; FXIa inh: 7.1; Hck Nef HTS: -0.3; TNF death inh: -2.0; KCC2 mod: 0.387; thrombin 1536: -0.9; zVAD death inh: -0.2

What do the screens show for `COCCn1c(SCC(=O)N2CCCc3ccccc32)nc2c(c1=O)SC(C)C2` (stereo unspecified)?
FXIIa inh: 12.2; KLK5 inh: -10.1; Rad51 HR inh: -9.7; FXIa inh: 3.7; Hck Nef HTS: 1.4; TNF death inh: 0.5; KCC2 mod: 0.701; thrombin 1536: -5.4; zVAD death inh: -0.8

How did O=C(Nc1ccccc1F)c1ccco1 do in these assays?
FXIIa inh: 3.5; KLK5 inh: -8.5; Rad51 HR inh: -3.8; FXIa inh: -5.2; Hck Nef HTS: 8.0; TNF death inh: -1.7; thrombin 1536: -4.9; zVAD death inh: 0.6

What do the screens show for `Cc1cc(C)cc(NS(=O)(=O)c2ccc(F)cc2)c1`?
FXIIa inh: 7.0; KLK5 inh: 0.8; FXIa inh: 2.1; Hck Nef HTS: 3.6; TNF death inh: -0.4; KCC2 mod: -0.00878; thrombin 1536: -2.8; zVAD death inh: 0.0

How did CS(=O)(=O)N(CC(=O)N1CCCCCC1)c1ccc(Br)cc1 do in these assays?
FXIIa inh: 15.1; KLK5 inh: -24.2; Rad51 HR inh: -2.5; FXIa inh: -30.2; Hck Nef HTS: -1.3; TNF death inh: 0.3; KCC2 mod: 0.909; thrombin 1536: 2.9; zVAD death inh: -0.2

How did CCCCOc1ccc(C(=O)NNC(=S)NC(=O)CC)cc1 do in these assays?
FXIIa inh: 11.3; KLK5 inh: -64.3; FXIa inh: 6.7; Hck Nef HTS: 4.1; TNF death inh: -6.8; KCC2 mod: 35.9*; thrombin 1536: 3.7; zVAD death inh: 2.4

How did O=P(COCCOCCOCP(=O)(c1ccccc1)c1ccccc1)(c1ccccc1)c1ccccc1 do in these assays?
FXIIa inh: 4.5; KLK5 inh: -3.0; Rad51 HR inh: -11.4; FXIa inh: -5.1; Hck Nef HTS: 14.0; TNF death inh: 1.7; KCC2 mod: -0.572; thrombin 1536: -12.5; zVAD death inh: 1.2

Results for CS(=O)(=O)N(CC(=O)Nc1ccc2c(c1)OCO2)c1ccc2c(c1)OCO2 ?
FXIIa inh: 20.3; KLK5 inh: -6.2; Rad51 HR inh: -3.5; FXIa inh: 9.9; Hck Nef HTS: -0.2; TNF death inh: 1.3; KCC2 mod: -1.8; thrombin 1536: 1.0; zVAD death inh: 0.6

How did c1ccc(-c2n[nH]c3c2CCC3)cc1 do in these assays?
FXIIa inh: 19.8; KLK5 inh: 50.5*; Rad51 HR inh: -1.2; FXIa inh: 7.5; Hck Nef HTS: -0.3; TNF death inh: -3.8; KCC2 mod: -1.82; thrombin 1536: 12.0; zVAD death inh: 6.2

What do the screens show for `O=C(O)CCC(=O)Nc1ccc(Br)cc1C(=O)c1ccccc1Cl`?
FXIIa inh: 11.1; KLK5 inh: 2.2; FXIa inh: -0.4; Hck Nef HTS: -7.1; TNF death inh: 1.2; KCC2 mod: -0.184; thrombin 1536: -1.1; zVAD death inh: -0.6

How did CCOC(=O)C(C)Sc1nc2ccccc2c(=O)n1CC1CCCCC1 (stereo unspecified) do in these assays?
FXIIa inh: 13.0; KLK5 inh: 15.4; Rad51 HR inh: 5.8; FXIa inh: 2.5; Hck Nef HTS: 0.0; TNF death inh: 1.5; KCC2 mod: 1.33; thrombin 1536: -0.4; zVAD death inh: 0.5

What do the screens show for `Cc1n[nH]c(=S)n(NC(=O)CC(=O)Nn2c(=S)[nH]nc(C)c2=O)c1=O`?
KLK5 inh: -14.8; Rad51 HR inh: 9.3; FXIa inh: -5.8; Hck Nef HTS: -8.9; TNF death inh: -0.2; KCC2 mod: 0.537; thrombin 1536: -6.8; zVAD death inh: 0.8

How did Clc1ccc(Nc2nc(-c3cccnc3)cs2)cc1 do in these assays?
FXIIa inh: 6.2; KLK5 inh: -9.8; Rad51 HR inh: -0.2; FXIa inh: -7.7; Hck Nef HTS: -15.3; TNF death inh: 0.9; KCC2 mod: 0.45; thrombin 1536: -5.0; zVAD death inh: 0.2

How did CC(=O)Nc1ccc(C(=O)OCC(=O)/C(C#N)=C(\C)N)cc1 do in these assays?
FXIIa inh: 4.5; KLK5 inh: -6.7; Rad51 HR inh: 10.1; FXIa inh: 9.0; Hck Nef HTS: 21.9; TNF death inh: 0.2; KCC2 mod: 0.291; thrombin 1536: -3.5; zVAD death inh: 4.3

What do the screens show for `COc1cc(OC)c(OC)cc1CN1CCN(S(=O)(=O)c2ccc(F)cc2)CC1`?
FXIIa inh: 5.0; KLK5 inh: -3.2; Rad51 HR inh: -1.8; FXIa inh: -5.1; Hck Nef HTS: 0.5; TNF death inh: 0.5; thrombin 1536: -6.0; zVAD death inh: 0.4

What do the screens show for `CC1CCC2C(=O)N(c3ccccc3OC(=O)c3ccccc3)C(=O)C2C1` (stereo unspecified)?
FXIIa inh: -6.0; KLK5 inh: 2.7; FXIa inh: -5.4; Hck Nef HTS: 1.7; TNF death inh: 6.7; KCC2 mod: 0.105; thrombin 1536: -2.1; zVAD death inh: 0.6
